# KCNK3 block: human KCNK3 channel inhibition, primary screen | 0.84% of 340,000 active | B-score at 10 µM | O14649 | AID 602410 | CHO-KCNK3 thallium flux, FluxOR fluorescence; stronger effect = lower value;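 active = B-score under library mean minus 4 SD, starting fluorescence ratio at most library mean plus 5 SD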;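 note: more negative B-score means stronger inhibition of thallium flux through KCNK3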
# KCNQ1 pot: human KCNQ1 channel potentiation or activation | P51787 | CHO-K1 KCNQ1, thallium flux FluxOR fluorescence; stronger effect = higher value | B-score at 10 µM | 0.35% of 310,000 active;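 active = fluorescence ratio B-score, a plate-corrected score, at least three library SD, with initial intensity B-score within 5 SD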
# Target sequence (P51787 whole entry, looked up): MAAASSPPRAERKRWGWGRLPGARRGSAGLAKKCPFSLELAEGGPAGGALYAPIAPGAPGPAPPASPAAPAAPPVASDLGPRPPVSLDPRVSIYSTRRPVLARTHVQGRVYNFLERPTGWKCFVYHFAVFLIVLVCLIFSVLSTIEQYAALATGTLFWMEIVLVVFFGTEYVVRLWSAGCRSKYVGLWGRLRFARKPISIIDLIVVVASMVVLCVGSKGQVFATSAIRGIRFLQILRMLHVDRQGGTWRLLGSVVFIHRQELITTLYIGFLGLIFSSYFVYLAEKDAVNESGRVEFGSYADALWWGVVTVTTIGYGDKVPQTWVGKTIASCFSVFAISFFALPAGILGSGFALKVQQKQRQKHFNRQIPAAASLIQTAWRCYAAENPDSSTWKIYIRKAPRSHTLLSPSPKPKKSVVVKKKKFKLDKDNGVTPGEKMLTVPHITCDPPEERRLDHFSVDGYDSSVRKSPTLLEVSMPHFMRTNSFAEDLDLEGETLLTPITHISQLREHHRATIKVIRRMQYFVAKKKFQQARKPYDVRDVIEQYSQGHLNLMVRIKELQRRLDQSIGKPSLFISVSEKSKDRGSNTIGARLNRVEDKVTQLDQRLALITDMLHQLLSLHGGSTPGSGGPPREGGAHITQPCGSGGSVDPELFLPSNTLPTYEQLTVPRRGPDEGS
#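 Assay system: CHO-K1 cells stably expressing KCNQ1; Medium: assay buffer with matched DMSO; Also added: K+/Tl+ depolarizing stimulus; Dosing: single dose; Timing: dye 90 min, compound 20 min, room temperature; Measured by: kinetic FluxOR thallium fluorescence, 10-s 1-Hz baseline, 110-s post-stimulus read; Read-out: peak-minus-minimum fluorescence over initial fluorescence, negative-control normalized, B-scored.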
# KCNK9 inh: inhibitors of human KCNK9 two-pore domain potassium channel. 1.2% of 310,000 active. B-score at 10 µM. HEK293 KCNK9, FluxOR thallium flux fluorescence; stronger effect = lower value. Q9NPC2;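 active = ratio B-score over 3 SD below the library mean, with starting fluorescence within 5 SD of its mean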;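 note: negative B-score means less thallium flux so channel inhibition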
# Target sequence (Q9NPC2 whole entry, looked up, the tested form may be a part): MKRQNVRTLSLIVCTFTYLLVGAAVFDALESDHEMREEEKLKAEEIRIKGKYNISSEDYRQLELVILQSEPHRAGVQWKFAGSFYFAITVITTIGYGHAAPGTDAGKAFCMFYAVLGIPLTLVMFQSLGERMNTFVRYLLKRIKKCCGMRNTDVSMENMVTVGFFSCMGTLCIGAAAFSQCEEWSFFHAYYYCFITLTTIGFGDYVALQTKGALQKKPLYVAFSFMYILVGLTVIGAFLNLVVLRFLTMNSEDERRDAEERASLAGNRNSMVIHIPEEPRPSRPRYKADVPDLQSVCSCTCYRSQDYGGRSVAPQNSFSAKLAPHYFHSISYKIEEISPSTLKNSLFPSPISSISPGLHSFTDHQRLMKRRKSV
# RGS4 pot: potentiators or activators of RGS4; HEK293 M3R/inducible RGS4, carbachol calcium flux Fluo4; stronger effect = lower value; B-score at 10 µM; 0.92% of 310,000 active; AID 463111;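 active = B-score of the integrated calcium signal more than 4 SD below the library mean, with starting fluorescence not abnormally high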;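 note: negative B-score means reduced calcium response which marks RGS4 activation or potentiation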
#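 Test system: HEK293 cells with stable M3R and inducible RGS4; also added: carbachol at ECmax as muscarinic agonist stimulus; schedule: dye loading 30 min 37 °C, buffer rest 30 min RT; technique: kinetic calcium fluorescence imaging with Fluo4-AM dye, 2 µM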
# KCNQ1 inh: blocks the human KCNQ1 potassium channel. P51787. CHO-K1 KCNQ1, FluxOR thallium flux fluorescence; stronger effect = higher value. B-score at 10 µM. 1.3% of 310,000 active;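 active = compounds whose thallium flux B-score, printed positive for inhibition, exceeds three library SD while starting fluorescence stays within three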;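 note: channel opened by potassium depolarization with thallium stimulus after 20 min compound exposure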
# HDAC3 inhib: blocks human histone deacetylase 3; recombinant HDAC3, fluorogenic peptide/trypsin coupled, fluorescence; O15379; 0.15% of 320,000 active; inhibition, % at 8.3 µM; AID 2718; in the data active = inhibition above about 26%, passing the limit was not always enough; inconclusive = no clear call, values can overlap the other calls
# hERG rescue: shields human hERG channel from block by proarrhythmic agents. CHO-hERG, FluxOR thallium flux, dofetilide IC70 present. Q12809. 0.51% of 310,000 active. activation (rescue from dofetilide block), less the hit threshold, % at 10 µM;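 active = activation above the mean of controls blocked by dofetilide plus 5 SD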;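 note: thallium influx through hERG after potassium depolarization seen as dye fluorescence rise; in these data hits start at about 4.7%; inactives centre near -7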
# RGS4 block: human RGS4 inhibition; HEK293 M3R/RGS4 inducible, Fluo-4 calcium flux; stronger effect = higher value; triggered by carbachol at its EC20; 0.45% of 310,000 active; B-score at 10 µM; P49798;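 active = B-score, a plate-corrected calcium signal, over three deviations above library mean, with baseline fluorescence within five deviations of library mean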;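 note: RGS4 expression induced by doxycycline in cells with stable M3 receptor; B-score is computed from the integrated fluorescence ratio over baseline after carbachol; higher B-score means a larger calcium signal and so more RGS4 inhibition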
# TMEM16A act: activates or potentiates the mouse TMEM16A chloride channel | B-score at 10 µM | HEK293 TMEM16A/YFP-H148Q/I152L, iodide quench fluorescence; stronger effect = lower value | 0.3% of 340,000 active | Q8BHY3;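 active = fluorescence-ratio B-score plate-corrected deviation score at least 3 library SD below zero, with starting fluorescence score within 5 deviations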;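 note: channel opened by trigger with iodide after compound preincubation; score built on the fluorescence ratio of max minus min over baseline; more negative score means more quench and so TMEM16A activation or potentiation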
# TMEM16A inh: mouse TMEM16A channel inhibition, primary screen | Q8BHY3 | HEK293 TMEM16A/YFP iodide influx fluorescence, ionomycin | normalized B-score (activity score, 25-100; higher = stronger inhibition) at 10 µM | 1.2% of 310,000 active;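 active = ratio plate-corrected score three or more library SD toward inhibition, starting fluorescence score within five deviations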;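 note: score derived from kinetic fluorescence span divided by baseline fluorescence per well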
# SKKanGAS inh: inhibitors of SKKanGAS S. pyogenes growth in kanamycin (SK-promoter or general growth effect); BacTiter-Glo, 6 h; inhibition, % at 7.5 µM; 1.3% of 300,000 active; AID 1662;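 active = mean replicate score, as percent of positive control median, at least 50; inconclusive = mean below 50 but one replicate at or above 50; inactive = mean and every replicate below 50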;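 note: strain carries kanamycin resistance gene driven by streptokinase promoter and grows in 40 µg/ml kanamycin; loss of luminescence reflects streptokinase promoter inhibition or plain growth inhibition; 0% = median of DMSO wells and 100% = positive control at its reference dose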
# * = called active by the depositor; i = inactive; ? = inconclusive; . = not tested or not shown. Not a hit list; about 6.3% have a hit in one of these screens.
SMILES,KCNK3 block,KCNQ1 pot,KCNK9 inh,RGS4 pot,KCNQ1 inh,HDAC3 inhib,hERG rescue,RGS4 block,TMEM16A act,TMEM16A inh,SKKanGAS inh
Brc1ccc(-c2noc(C3CCCCC3)n2)cc1,i,i,i,i,i,-1.2,-7.6,i,i,i,8.5
Cc1ccc(-c2noc(C3CCCN(C(=O)c4ccccc4Br)C3)n2)cc1 (stereo not drawn),i,i,i,i,i,-2.8,-11.8,i,i,100*,6.8
OC1(c2ccc(Cl)cc2)CN(c2ccccc2)C2=[N+]1CCS2 (stereo not drawn),i,i,i,i,6*,-2.4,-14.1,i,i,i,11.1
CCOC(=O)c1[nH]c2ccccc2c1CCCN1C(=O)c2ccccc2C1=O,i,i,i,i,i,15.5,-16.6,i,i,i,-8.6
Cc1ccc(C2N(c3ccccc3)C(=S)N3CCCN23)cc1 (stereo not drawn),i,i,i,-11*,i,1.4,-6.8,i,i,i,-1.9
Cc1oc(C2CC2)cc1C(=O)O,i,i,i,i,i,3.1,-12.0,i,i,i,-10.8
COc1cc(-c2cc(C(=O)NCc3ccc(S(N)(=O)=O)cc3)c3ccccc3n2)cc(OC)c1OC,i,i,i,i,i,-1.8,-10.8,i,i,i,11.3
COc1ccc(NC(=O)CSc2nnc(-c3ccccc3C)n2C)cc1,i,i,i,i,i,4.9,-12.8,i,i,i,-2.6
CN1/C(=C\C(=O)c2ccccc2Cl)c2ccccc2CC1(C)C,i,i,i,i,i,4.1,-12.6,i,i,i,12.4
COc1ccc(-n2nc(C(=O)NCC(=O)NCc3ccccc3OC)c3ccccc3c2=O)c(OC)c1,i,i,i,i,i,5.3,-13.3,i,i,i,-4.5
Cc1cc(NC(=O)CSc2nnnn2-c2ccccc2C)no1,i,i,i,i,i,4.2,-2.1,i,i,i,3.4
COC(=O)c1ccc(/C=C/c2nc3ccccc3c(=O)[nH]2)cc1,i,i,i,i,i,4.3,-2.3,i,i,i,6.6
Cc1ccc(C)c(C(=O)NC(C)c2ccc(-n3ccnc3)cc2)c1 (stereo not drawn),i,i,i,i,i,-18.1,-8.8,i,i,i,2.1
C[C@H](NC(=O)c1ccc(Cl)cc1)C(=O)NCCc1ccc(S(N)(=O)=O)cc1,i,i,i,i,i,-1.8,-0.3,i,i,i,7.6
CCOc1ccc(CCNC(=O)CN2C(=O)COc3ccc(S(=O)(=O)N4CCOCC4)cc32)cc1,i,i,i,i,i,-1.6,-7.0,i,i,i,-3.7
CCOc1ccc(NC(=S)NC(C)c2cccs2)cc1 (stereo not drawn),i,i,i,i,i,-1.9,-7.4,i,i,i,-0.2
CN(c1ccccc1)S(=O)(=O)c1cccc(C(=O)OCC(=O)NCc2ccco2)c1,i,i,i,i,i,-12.3,10.9*,i,i,i,1.4
CCOC(=O)c1oc2ccc(CNCCO)c(Cl)c2c1C,i,i,i,i,i,5.4,-9.2,i,i,i,-3.7
Cc1cc(C)n(C(=O)c2c([N+](=O)[O-])cnn2C)n1,i,i,i,i,i,-0.9,-1.3,i,i,i,-5.6
CCn1c(SCC(=O)N2CCc3ccccc3C2)nc2c1c(=O)n(C)c(=O)n2C,i,i,i,i,i,-1.5,-9.7,i,i,i,-0.7
CC1(C)Cc2c(cnn2-c2ccc(F)cc2)C(NC(=O)CN2CCCCC2=O)C1 (stereo not drawn),i,i,i,i,i,1.7,-9.5,i,i,i,-18.9
O=C(NCC1COc2ccccc2O1)c1ccc(-n2cncn2)c([N+](=O)[O-])c1 (stereo not drawn),i,i,i,i,i,4.7,-9.7,i,i,i,-16.9
Cc1ccc(N2C(=O)c3ccccc3C2=O)cc1C,i,i,i,i,i,-1.1,-5.8,i,i,i,-2.1
CCN(CC)S(=O)(=O)c1ccc(C2CNC(=O)C2)cc1 (stereo not drawn),i,i,i,i,i,-3.4,-7.2,i,i,i,-3.2
Cc1cccn2c(=O)c3cc(C(=O)O)n(C)c3nc12,i,i,i,i,i,-27.8,-0.8,i,i,i,-4.3
O=C(COC(=O)c1ccc([N+](=O)[O-])s1)Nc1ncc(C(F)(F)F)cc1Cl,i,i,i,i,i,-3.5,-12.0,i,i,i,9.6
COc1ccc(CNC(=O)N[C@H](C(=O)O)C(C)C)cc1OC,i,i,i,i,i,5.7,-6.3,i,i,i,-4.6
Cc1ccc(C)n1-c1ccc(C(=O)Nc2ccccc2)cc1,i,i,i,i,i,-1.8,-6.0,i,i,i,7.5
Brc1ccc(OCCOCCOc2cccc3cccnc23)cc1,i,i,i,i,i,3.4,-10.5,i,i,i,-8.5
COC(=O)c1ccc(C(=O)OC)c(NC(=O)CN2CCN(c3ccccc3OC)CC2)c1,i,i,i,i,i,-1.3,-11.7,i,i,i,29.3
Cc1cc(C)n(CCCC(=O)O)n1,i,i,i,i,i,-1.3,-7.1,i,i,i,3.1
Cn1nnc(NC(=O)c2cccc([N+](=O)[O-])c2)n1,i,i,i,i,i,-1.6,-6.8,i,i,i,-6.2
C=CCN(C(=O)CNC(=O)c1ccco1)C(C(=O)NC1CCCCC1)c1ccccc1 (stereo not drawn),i,i,i,i,i,-4.3,-1.7,i,i,i,1.5
COc1ccc(NC(=S)N2CCN(CCN=CC3=C(O)CC(c4ccccc4)CC3=O)CC2)cc1 (stereo not drawn),i,i,i,i,i,8.2,-5.0,i,i,i,2.1
Cc1ccc(N2C(=O)N3[C@H](c4cccc(C)c4)[C@@H]4C(=O)N(Cc5ccccc5)C(=O)[C@@H]4[C@]3(C)C2=O)cc1,i,i,i,i,i,3.3,-5.3,i,i,i,-3.4
Cc1ccc(C2(C)NC(=O)N(CC(=O)NCc3ccccc3Cl)C2=O)cc1 (stereo not drawn),i,i,i,i,i,4.9,-7.6,i,i,i,3.1
Nc1ccc(C#Cc2c(-c3ccsc3)oc3ccc(N4CCOCC4)cc23)cc1,i,i,i,i,i,-23.8,-8.8,i,i,i,28.0
CC(C)Cn1c(SCC(=O)NC(=O)Nc2ccc3c(c2)OCCO3)nc2ccccc2c1=O,i,i,i,i,i,0.6,-9.5,i,i,i,4.9
CCc1sc(NC(=O)COC)nc1-c1ccccc1,i,i,i,i,i,-1.1,-13.4,i,i,i,0.9
CSc1ccc(C2c3[nH]c4ccccc4c3CCN2C(=O)c2cc(C)n(C)n2)cc1 (stereo not drawn),.,i,i,i,i,?,-26.0,i,.,i,19.6
C=CCn1c(SCC(=O)NC23CC4CC(CC(C4)C2)C3)nc2cc(C(=O)O)ccc2c1=O,i,i,i,i,i,-2.4,-7.9,i,i,i,8.0
COc1ccc2cc(Br)ccc2c1CC(=O)N1CCCC1,i,i,i,i,i,-0.7,-0.3,i,i,i,-11.7
CC(=O)Nc1cc2c(nc1C)nc(C)n2Cc1ccc(Br)cc1,i,i,i,i,i,-1.8,1.7,i,i,i,4.3
CC(C)(C)c1nnc(NC(=O)C2CCN(c3ncccn3)CC2)s1,i,i,i,i,i,-0.2,-10.4,i,i,i,-0.6
CCN1CCN(c2ccc(NC(=O)COc3ccc([N+](=O)[O-])cc3)cc2)CC1,i,i,i,i,i,.,-3.2,i,i,i,-0.5
CC(=O)n1cc(N(C(=O)CCl)c2ccc(Cl)cc2)c2ccccc21,i,i,i,i,i,-3.0,-8.9,i,i,i,13.7
CCc1nnc(SCC(=O)Nc2nccs2)n1CC,i,i,i,i,i,-8.0,-3.0,i,i,i,1.0
CC(=O)Cc1nsc(Nc2ccc(F)cc2)n1,i,i,i,i,i,5.7,-5.1,i,i,i,.
CCNC(=O)NC(=O)CSc1cccc(C(F)(F)F)c1,i,i,i,i,i,5.7,-6.8,i,i,i,4.6
Cc1nn(CCCC(=O)NCc2ccccc2Cl)c(=O)c2nccn12,i,i,i,i,i,-9.6,-5.3,i,i,i,-6.9
COCCNC(=O)c1ccc(NS(=O)(=O)c2ccc3[nH]c(=O)[nH]c3c2)cc1,i,i,i,i,i,11.3,-9.3,i,i,i,0.7
O=C(Cc1c(Cl)cccc1Cl)Nc1ccncc1Cl,i,i,i,i,i,-3.8,-4.9,i,i,i,2.1
Nc1cccc(CCc2nc3cc4ccccc4cc3[nH]2)c1,i,i,i,i,i,5.3,-5.5,i,i,i,-2.7
O=C(C1CCN(S(=O)(=O)c2ccccc2)CC1)N(CCc1ccccc1)Cc1ccco1,i,i,i,i,i,-3.2,-3.1,i,i,i,-3.3
O=C1CCC(=O)N1CCOP1(=O)COc2ccccc2OC1,i,i,i,i,i,-3.0,-5.2,i,i,i,-5.4
O=C(Nc1cccc([N+](=O)[O-])c1)c1ccn[nH]1,i,i,i,i,i,0.4,-5.0,i,i,i,-12.7
COC(=O)Cn1cc(/C=N/NC(=O)COc2cccc3cccnc23)c2ccccc21,i,i,i,i,i,-1.1,-6.3,i,i,i,-3.0
CCOc1ccc(OCC)c(NC(=O)C2CCCN(S(=O)(=O)c3cnc[nH]3)C2)c1 (stereo not drawn),i,i,i,i,i,5.6,-3.5,i,i,i,-2.6
COCCn1nnnc1C(c1ccccn1)N1CCN(c2cc(C)ccc2C)CC1 (stereo not drawn),i,i,i,i,i,9.6,-15.8,i,i,i,-3.6
O=C(Nc1nccs1)c1ccccc1[N+](=O)[O-],i,i,i,i,i,-1.9,-6.8,i,i,i,-6.7

# The list continues:
SMILES,KCNK3 block,KCNQ1 pot,KCNK9 inh,RGS4 pot,KCNQ1 inh,HDAC3 inhib,hERG rescue,RGS4 block,TMEM16A act,TMEM16A inh,SKKanGAS inh
Cc1cc(C(=O)NCc2ccco2)no1,i,i,i,i,i,1.3,-11.2,i,i,i,-0.3
CCCCN1CC[C@H]2C=CC[C@@H](C(=O)NCc3ccc(OC)cc3)[C@H]2C1=O,i,i,i,i,i,1.6,-5.5,i,i,i,10.2
CC(=O)Nc1ccc(NC(=O)CN(c2ccc(C(C)C)cc2)S(=O)(=O)c2ccccc2)cc1,i,i,i,i,i,8.2,-6.7,i,i,i,5.2
COc1cccc(/C=N/NC(=O)c2ccc(-c3ccccc3)cc2)c1O,i,i,i,i,i,-5.5,-3.1,i,i,i,22.2
COc1cccc(CC(=O)Nc2nccs2)c1,i,i,i,i,i,2.0,-9.1,i,i,i,.
Cc1ccc(OCC(=O)Nc2sc3c(c2C#N)CCC3)cc1,i,i,i,i,i,.,-2.5,i,i,i,-9.3
O=c1cc(-c2ccccc2Cl)oc2c(NS(=O)(=O)c3ccccc3OC(F)(F)F)ccc(O)c12,i,i,i,i,i,11.7,-8.8,i,i,i,26.9
COc1ccc(Cl)cc1N(C(C)C(=O)NC1CCCC1)S(C)(=O)=O (stereo not drawn),i,i,i,i,i,1.8,-8.7,i,i,i,-15.9
